NFkB SMM: binders of NF-kB p50 subunit, primary screen, biochemical, small molecule microarray, anti-His fluorescence. anti-His fluorescence binding. calls only. 17,000 tested, 1.3% active. AID 624139, 2012;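 active means spot fluorescence over background significantly raised, with a chance value under 7% in all four replicate spots of the compound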;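 further: probe protein is his-tagged human p50 processed subunit at 1 µg/ml; raw spot fluorescence signals with no normalization applied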
Target sequence (P19838 1-433 limits assumed): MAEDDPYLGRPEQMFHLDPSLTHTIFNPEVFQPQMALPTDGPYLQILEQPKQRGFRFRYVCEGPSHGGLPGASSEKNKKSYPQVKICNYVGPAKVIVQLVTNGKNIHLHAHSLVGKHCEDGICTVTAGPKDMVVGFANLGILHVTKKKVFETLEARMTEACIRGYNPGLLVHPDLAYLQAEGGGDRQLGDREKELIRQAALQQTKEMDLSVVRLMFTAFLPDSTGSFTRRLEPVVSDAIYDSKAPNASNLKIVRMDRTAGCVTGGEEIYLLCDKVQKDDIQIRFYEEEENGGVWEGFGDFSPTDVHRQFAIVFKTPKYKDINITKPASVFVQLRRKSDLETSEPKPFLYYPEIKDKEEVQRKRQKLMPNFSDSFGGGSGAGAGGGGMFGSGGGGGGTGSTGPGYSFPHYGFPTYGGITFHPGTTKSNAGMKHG
Calls only; i = inactive; + = active, no number. Some of the compounds tested. The share of hits here may be higher or lower than overall.

no. | SMILES | NFkB SMM
1 | CCCCn1c(=O)c2c(ncn2CC(C)=O)n(CCCC)c1=O | i
2 | CNC[C@H]1OCCCC[C@H](C)Oc2ccc(N)cc2C(=O)N([C@@H](C)CO)C[C@@H]1C | i
3 | Cc1noc(C)c1NC(=O)N(C)C[C@@H]1Oc2c(NC(=O)Nc3ccc(C(F)(F)F)cc3)cccc2C(=O)N([C@H](C)CO)C[C@H]1C | i
4 | Cc1ccc2c(c1O)C(=O)c1ccc(O[C@@H]3O[C@H](CO[C@@H]4OC[C@@H](O)[C@H](O)[C@H]4O)[C@@H](O)[C@H](O)[C@H]3O)cc1C2=O | i
5 | C=C1CCC2[C@](C)(CCC[C@]2(C)C(=O)O)[C@H]1CC/C(C)=C/C(=O)O (stereo not given in full) | i
6 | CCn1c(SCC(=O)Nc2ccc(OC)c(Cl)c2)nnc1-c1ccc(C)cc1 | i
7 | C[C@@H]1CN([C@H](C)CO)C(=O)c2cccc(NC(=O)c3ccc(-c4nccs4)cc3)c2O[C@@H]1CN(C)CC1CC1 | i
8 | O=c1c2ccccc2cnn1Cc1n[nH]c(=S)n1-c1ccc2c(c1)OCCO2 | i
9 | C[C@@H]1CCCCO[C@@H](CN(C)C(=O)c2ccncc2)[C@H](C)CN([C@@H](C)CO)C(=O)c2cc(NC(=O)CCC(F)(F)F)ccc2O1 | i
10 | Cc1noc(C)c1S(=O)(=O)N(C)C[C@H]1Oc2ccc(NS(=O)(=O)c3cccs3)cc2CC(=O)N([C@H](C)CO)C[C@H]1C | i
11 | O=C(CSc1ncn[nH]1)Nc1ccc(-c2nc3ccccc3s2)cc1 | i
12 | C[C@@H]1CCCCO[C@H](CN(C)C(=O)Nc2ccccc2)[C@H](C)CN([C@@H](C)CO)C(=O)c2cc(NC(=O)Cc3ccccc3)ccc2O1 | i
13 | C[C@@H]1CN([C@@H](C)CO)C(=O)c2cc(NC(=O)NC3CCCCC3)ccc2O[C@H]1CN(C)Cc1ccc2c(c1)OCO2 | i
14 | O=C1NCc2c1c1c3ccccc3[nH]c1c1[nH]c3ccccc3c21 | i
15 | CNC[C@H]1Oc2ccc(NC(=O)Nc3ccc4c(c3)OCO4)cc2C(=O)N([C@@H](C)CO)C[C@@H]1C | i
16 | C[C@H](CO)N1C[C@H](C)[C@@H](CN(C)C(=O)c2ccccc2)OCc2cnnn2CCCC1=O | i
17 | C[C@@H]1CN([C@H](C)CO)C(=O)CCCn2cc(nn2)CO[C@@H]1CN(C)Cc1cccc2c1OCCCO2 | i
18 | CCOC(=O)C1=C(C)NC(=O)C1(NC(=O)c1cccnc1)C(F)(F)F (stereo not given) | i
19 | NC(=O)[C@H]1[C@@H]2C(=O)O[C@@H](c3ccccc3)[C@@H](c3ccccc3)N2[C@@H](c2ccccc2OCCO)[C@]12C(=O)Nc1ccccc12 | i
20 | COc1ccc(NC(=O)Nc2cccc3c2O[C@H](CN(C)Cc2ccc(Oc4ccccc4)cc2)[C@H](C)CN([C@@H](C)CO)C3=O)cc1 | i
21 | Cc1[nH]c(=S)[nH]c(=O)c1Cc1ccc(C(=O)O)o1 | i
22 | Cc1ccc(NC(=O)CSc2nnc(-c3ccncc3)n2C)c(Br)c1 | i
23 | C[C@@H]1CN([C@H](C)CO)C(=O)c2cc(NS(=O)(=O)c3cn(C)cn3)ccc2O[C@@H]1CN(C)C(=O)NC1CCCCC1 | i
24 | Cc1noc(C)c1S(=O)(=O)N(C)C[C@@H]1Oc2ccc(NC(=O)CCCN(C)C)cc2C(=O)N([C@@H](C)CO)C[C@@H]1C | i

Exported as labelled records: 2 of the compounds above.
21: Cc1[nH]c(=S)[nH]c(=O)c1Cc1ccc(C(=O)O)o1
  NFkB SMM: i

22: Cc1ccc(NC(=O)CSc2nnc(-c3ccncc3)n2C)c(Br)c1
  NFkB SMM: i

(more compounds)
no. | SMILES | NFkB SMM
25 | Cc1cc(C(=O)Nc2cccc3c2O[C@@H](CN(C)CC2CC2)[C@H](C)CN([C@@H](C)CO)C3=O)n(C)n1 | i
26 | C[C@@H]1CN([C@@H](C)CO)C(=O)c2cc(NC(=O)Cc3ccccc3)ccc2O[C@@H](C)CCCCO[C@@H]1CN(C)C(=O)Nc1ccccc1 | i
27 | CNC[C@H]1Oc2ccc(N(C)C)cc2C(=O)N([C@@H](C)CO)C[C@@H]1C | i
28 | Cc1cc(C(=O)Nc2cccc3c2O[C@H](CN(C)C(=O)NC2CCCCC2)[C@H](C)CN([C@H](C)CO)C3=O)n(C)n1 | i
29 | COc1ccc(CN(C)C[C@H]2Oc3ccc(NC(=O)Cn4cnnn4)cc3CC(=O)N([C@H](C)CO)C[C@@H]2C)cc1 | i
30 | Cc1nnc2sc(-c3ccccc3NC(=S)NC(=O)CC34CC5CC(CC(C5)C3)C4)nn12 | i
31 | C[C@@H]1CN([C@H](C)CO)C(=O)c2cc(NC(=O)Cc3cn(C)c4ccccc34)ccc2O[C@@H]1CN(C)CC1CC1 | i
32 | Cc1noc(C)c1S(=O)(=O)Nc1ccc2c(c1)C(=O)N([C@H](C)CO)C[C@H](C)[C@@H](CN(C)C(=O)NC1CCCCC1)O2 | i
33 | C[C@H](CO)N1C[C@H](C)[C@H](CN(C)Cc2ccc(C(F)(F)F)cc2)Oc2c(NS(C)(=O)=O)cccc2C1=O | i
34 | C[C@H](CO)N1C[C@H](C)[C@H](CN(C)C(=O)Nc2ccc3c(c2)OCO3)Oc2ccc(NC(=O)Nc3ccc4c(c3)OCO4)cc2CC1=O | i
35 | CCCCN1CCC(CCC(=O)c2cc(Cl)c(N)cc2OC)CC1 | i
36 | C[C@@H]1CCCCO[C@@H](CN(C)C(=O)Nc2ccccc2)[C@H](C)CN([C@@H](C)CO)C(=O)c2cc(NC(=O)C3CCCCC3)ccc2O1 | +
37 | Cc1noc(C)c1S(=O)(=O)N(C)C[C@H]1Oc2ccc(NC(=O)Cc3cn(C)c4ccccc34)cc2CC(=O)N([C@@H](C)CO)C[C@@H]1C | i
38 | C[C@@H]1CN([C@H](C)CO)C(=O)c2cc(NC(=O)Cc3cn(C)c4ccccc34)ccc2O[C@@H]1CN(C)Cc1ccc(C(=O)O)cc1 | i
39 | C[C@@H]1CN([C@@H](C)CO)C(=O)c2cc(NS(=O)(=O)c3cccs3)ccc2O[C@@H](C)CCCCO[C@H]1CN(C)C(=O)CCCN(C)C | i
40 | COC(=O)c1cc(CO)cc(O)c1C(=O)c1c(O)cccc1O | i
41 | O=C(O)C1=C[C@@H](c2ccc3c(c2)OCO3)C[C@@H](OCc2ccc(CO)cc2)O1 | i
42 | C[C@H]1CCCCO[C@@H](CN(C)C)[C@@H](C)CN([C@@H](C)CO)C(=O)c2cc(NC(=O)Nc3cccc4ccccc34)ccc2O1 | i
43 | C[C@H]1CN([C@@H](C)CO)C(=O)c2cc(NC(=O)CCCN(C)C)ccc2O[C@@H]1CN(C)S(=O)(=O)c1cn(C)cn1 | i
44 | COc1ccc(S(=O)(=O)N(C)C[C@H]2Oc3c(NC(=O)c4cc(C)nn4C)cccc3C(=O)N([C@@H](C)CO)C[C@H]2C)cc1 | i
45 | Cc1noc(C)c1NC(=O)N(C)C[C@@H]1Oc2c(NC(=O)NC3CCCCC3)cccc2C(=O)N([C@@H](C)CO)C[C@H]1C | i
46 | COc1ccc(NC(=O)Nc2cccc3c2O[C@@H](CN(C)C(=O)Nc2ccccc2)[C@H](C)CN([C@@H](C)CO)C3=O)cc1 | i
47 | Cc1noc(C)c1S(=O)(=O)N(C)C[C@@H]1Oc2ccc(NC(=O)Nc3ccc(F)cc3)cc2CC(=O)N([C@H](C)CO)C[C@H]1C | i
48 | CC(NC(=O)c1ccccc1NC(=O)c1ccccc1)C(=O)N1CCOCC1 (stereo not given) | i

Random excerpt: 6 compounds from above.
no. | SMILES | NFkB SMM
38 | C[C@@H]1CN([C@H](C)CO)C(=O)c2cc(NC(=O)Cc3cn(C)c4ccccc34)ccc2O[C@@H]1CN(C)Cc1ccc(C(=O)O)cc1 | i
44 | COc1ccc(S(=O)(=O)N(C)C[C@H]2Oc3c(NC(=O)c4cc(C)nn4C)cccc3C(=O)N([C@@H](C)CO)C[C@H]2C)cc1 | i
48 | CC(NC(=O)c1ccccc1NC(=O)c1ccccc1)C(=O)N1CCOCC1 (stereo not given) | i
39 | C[C@@H]1CN([C@@H](C)CO)C(=O)c2cc(NS(=O)(=O)c3cccs3)ccc2O[C@@H](C)CCCCO[C@H]1CN(C)C(=O)CCCN(C)C | i
40 | COC(=O)c1cc(CO)cc(O)c1C(=O)c1c(O)cccc1O | i
42 | C[C@H]1CCCCO[C@@H](CN(C)C)[C@@H](C)CN([C@@H](C)CO)C(=O)c2cc(NC(=O)Nc3cccc4ccccc34)ccc2O1 | i

Further structures follow:
no. | SMILES | NFkB SMM
49 | Cc1cc(C(F)(F)F)nc(SCc2cccc(C(=O)O)c2)n1 | i
50 | CN1CCN(C(=O)c2ccccc2N(Cc2ccccc2)S(C)(=O)=O)CC1 | i
51 | CCn1c2ccccc2n2c(SC(C)C(=O)O)nnc12 (stereo not given) | i
52 | Cc1c(C(=O)N(C)C2CCCCC2)sc2nc3ccc(N)cc3n12 | i
53 | COc1ccc(NC(=O)N(C)C[C@H]2Oc3c(cccc3N(C)C)C(=O)N([C@@H](C)CO)C[C@@H]2C)cc1 | i
54 | C[C@@H]1CN([C@H](C)CO)C(=O)c2cc(NC(=O)Nc3ccc4c(c3)OCO4)ccc2O[C@H]1CN(C)CC1CCCCC1 | i
55 | C[C@@H]1CN([C@H](C)CO)C(=O)c2cc(NS(=O)(=O)c3cccs3)ccc2O[C@H]1CN(C)C(=O)Nc1ccc2c(c1)OCO2 | i
56 | C[C@H](CO)N1C[C@H](C)[C@@H](CN(C)C)Oc2ccc(NC(=O)Cc3ccccc3)cc2C1=O | i
57 | CC(=O)Nc1cccc(NC(=O)c2cc(-c3ccc(C)o3)nc3ccccc23)c1 | i
58 | C[C@@H]1CN([C@@H](C)CO)C(=O)c2cccc(NS(=O)(=O)c3ccc(Cl)cc3)c2O[C@@H]1CN(C)C(=O)Nc1cccc2ccccc12 | i
59 | CS(=O)(=O)N(CC(=O)Nc1ccccc1Br)c1ccc(Oc2ccccc2)cc1 | i
60 | C[C@@H]1CCCCO[C@H](CN(C)C(=O)c2ccccc2)[C@@H](C)CN([C@@H](C)CO)C(=O)c2cc(NS(C)(=O)=O)ccc2O1 | i
61 | C[C@@H]1CCCCO[C@H](CN(C)S(=O)(=O)c2ccccc2)[C@H](C)CN([C@H](C)CO)C(=O)c2cc(N(C)C)ccc2O1 | i
62 | COc1cc(O)c2c(=O)c(OC)c(-c3cc(O)c(OC)c(OC)c3)oc2c1 | i
63 | C[C@H](CO)N1C[C@H](C)[C@@H](CN(C)S(=O)(=O)c2ccc(Cl)cc2)Oc2ccc(NC(=O)NC3CCCCC3)cc2C1=O | i
64 | C[C@@H]1CN([C@@H](C)CO)C(=O)c2cccc(NC(=O)Nc3ccc(C(F)(F)F)cc3)c2O[C@@H]1CN(C)C | i
65 | COc1ccc(S(=O)(=O)N(C)C[C@H]2Oc3ccc(NC(=O)CCN4CCOCC4)cc3C(=O)N([C@H](C)CO)C[C@H]2C)cc1 | i
66 | C[C@H](CO)N1C[C@H](C)[C@H](CN(C)CC2CCCCC2)OCc2cn(nn2)CCCC1=O | i
67 | CC(C)NC(=O)N(C)C[C@H]1OCCCC[C@@H](C)Oc2ccc(NC(=O)Nc3ccc4c(c3)OCO4)cc2C(=O)N([C@H](C)CO)C[C@@H]1C | i
68 | C[C@H](CO)N1C[C@H](C)[C@@H](CN(C)C(=O)NC2CCCCC2)Oc2c(NC(=O)Nc3ccc4c(c3)OCO4)cccc2C1=O | i
69 | Cc1cc(C(=O)Nc2cccc3c2O[C@@H](CN(C)CC2CC2)[C@@H](C)CN([C@@H](C)CO)C3=O)n(C)n1 | i
70 | CCOc1ccc(NC(=O)C2CC=CCC2C(=O)O)cc1 (stereo not given) | i
71 | COc1ccccc1OCC(=O)Nc1cc(-c2nc3ccccc3[nH]2)ccc1C | i
72 | COc1ccc(CN(C)C[C@@H]2Oc3c(NC(=O)c4ccc(-c5nccs5)cc4)cccc3C(=O)N([C@@H](C)CO)C[C@H]2C)cc1 | i
73 | COc1ccc(CN(C)C[C@H]2Oc3c(NC(=O)NC(C)C)cccc3C(=O)N([C@H](C)CO)C[C@H]2C)cc1 | i
74 | COc1ccc(COC[C@@]23Oc4ccccc4[C@@H](NC(=O)N2C)[C@H]3COC(=O)c2ccccc2)cc1 | i
75 | COc1cc(O)cc2occ(-c3ccc(O)cc3)c(=O)c12 | i
76 | CNC[C@H]1Oc2c(NC(=O)Nc3ccccc3)cccc2C(=O)N([C@@H](C)CO)C[C@@H]1C | i
77 | Cc1cc(=O)[nH]c(SCCOc2c(C)ccc(C)c2Cl)n1 | i
78 | C[C@H]1CCCCO[C@H](CN(C)S(=O)(=O)c2ccc(F)cc2)[C@@H](C)CN([C@@H](C)CO)C(=O)c2cc(NS(C)(=O)=O)ccc2O1 | i
79 | COc1ccc(S(=O)(=O)Nc2ccc3c(c2)C(=O)N([C@H](C)CO)C[C@H](C)[C@H](CN(C)CC2CC2)O3)cc1 | i
80 | O=C1c2c(O)cc(O)cc2O[C@@H](c2ccc(O)cc2)[C@H]1[C@@H]1C(=O)c2c(O)cc(O)cc2O[C@H]1c1ccc(O)cc1 | i
81 | C[C@H](CO)N1C[C@H](C)[C@@H](CN(C)C(=O)Nc2ccc(F)cc2)Oc2c(NC(=O)C3CCOCC3)cccc2C1=O | i
82 | Cc1[nH]c2ccccc2c1C(=O)CSc1nc2sc(C)c(C)c2c(=O)n1-c1ccccc1 | i
83 | COc1ccc([N+](=O)[O-])cc1NC(=O)CN(c1ccc(C)cc1)S(C)(=O)=O | i
84 | C[C@@H]1CN([C@H](C)CO)C(=O)c2cc(N(C)C)ccc2O[C@@H](C)CCCCO[C@H]1CN(C)C(=O)Nc1ccccc1 | i
85 | C[C@@H]1CCCCO[C@@H](CN(C)S(=O)(=O)c2cn(C)cn2)[C@@H](C)CN([C@@H](C)CO)C(=O)c2cc(NS(C)(=O)=O)ccc2O1 | i
86 | Cc1noc(C)c1NC(=O)N(C)C[C@H]1OCCCC[C@H](C)Oc2ccc(N(C)C)cc2C(=O)N([C@H](C)CO)C[C@@H]1C | i
87 | CCCSc1nc(NCCO)c2c3c(sc2n1)COC(C)(CC)C3 (stereo not given) | i
88 | COC(=O)C1=CO[C@@H](O[C@@H]2O[C@H](CO)[C@@H](O)[C@H](O)[C@H]2O)/C(=C\CO)[C@@H]1CC(=O)OCCc1ccc(O)cc1 | i

Compound activity from PubChem BioAssay.
